# procasp3 activ: activators of human procaspase-3 D3A mutant, primary screen, biochemical, absorbance, PC-3 D3A mutant, single concentration | Caspase-3 (Homo sapiens), P42574 | recombinant procaspase-3 D3A, Ac-DEVD-pNA absorbance 405 nm | activation, % at 8.5 µM | 330,000 tested, 0.11% active | AID 463141, 2010;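 active = activation above the mean of all tested compounds plus 3 SD, cut at about 21% in these data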;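 note: 0% = DMSO alone and 100% = DMSO wells spiked with extra 5 µM PC-3 D3A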
#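 Assay system: Autoprocessing-dead procaspase-3 D3A mutant enzyme; also added: Ac-DEVD-pNA; doses: one concentration, 8.5 µM nominal, 0.8% DMSO; times: 1 h compound preincubation, 2 h substrate hydrolysis at 25 °C; technique: 405 nm absorbance of p-nitroaniline, reads at 0 and 120 min; measure: % activation between DMSO and enzyme-spiked controls; repeats: single replicate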
# proCasp7 act: procaspase-7 activators, primary screen, counter-screen for procaspase-3 activator project, biochemical, absorbance, HTS, human | Caspase-7 (Homo sapiens), P55210 | recombinant procaspase-7, Ac-DEVD-pNA absorbance 405 nm; D23A/D198A/D206A triple mutant, cannot self-cleave; scale: DMSO 0, 5 µM enzyme 100 | activation, % at 8.5 µM | 330,000 tested, 0.093% active;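 active = percent activation above the screen-wide mean plus 3 SD, cut at about 25% in these data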
#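 System: Procaspase-7 triple mutant (PC-7 D3A); measure: % activation from two-timepoint absorbance difference, scaled to controls; times: 1 h compound preincubation, 2 h substrate cleavage, 25 °C; also added: Ac-DEVD-pNA substrate, 400 µM as added; measured by: Epi-absorbance of released pNA at 405 nm, two timepoints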
# MEP2 TOR yeast: modulators of MEP2-GFP levels in yeast, primary screen, S. cerevisiae, multiplex flow cytometry, MLPCN library; S. cerevisiae MEP2-GFP strain, 3 h; 100% = DMSO control level; GFP response vs DMSO, % at 10 µM; 330,000 tested, 0.51% active;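 active = GFP response versus DMSO above a set limit, roughly screen mean plus 3 SD, cut at about 180% in these data; inconclusive = fewer than 70 cells counted for a yeast strain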;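 note: median GFP fluorescence of the barcode-gated MEP2-GFP cells per well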
# EBNA-1 inhibitor: EBNA-1 DNA-binding inhibitors, primary screen, biochemical, fluorescence polarization. inhibition, % at 14.8 µM. 300,000 tested, 0.34% active; in the data active = inhibition above about 28%
# LAP4-GFP MLPCN: modulators of LAP4-GFP expression in yeast, primary screen, S. cerevisiae, multiplex flow cytometry, MLPCN library | 3 h; median GFP as percent of DMSO wells | GFP response vs DMSO, % at 10 µM | 320,000 tested, 0.34% active | AID 2023, 2009;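 active = GFP response vs DMSO above a set limit, about the screen mean plus 3 SD, cut at about 150% in these data; inconclusive = under 70 cell events counted for the yeast strain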
# RPL19A TOR yeast: RPL19A-GFP expression modulators in yeast, primary screen, cell-based, S. cerevisiae, multiplex flow cytometry, MLPCN; S. cerevisiae RPL19A-GFP strain, 3 h; hits give low values; percent response vs DMSO, % at 10 µM; 330,000 tested, 0.3% active; AID 2025, 2009;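 active = percent response vs DMSO below 50%; inconclusive = fewer than 70 events counted for the yeast strain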;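 note: median channel GFP fluorescence of the barcoded RPL19A-GFP strain; ratio of sample median GFP to plate DMSO average so 100% = DMSO; lower means less RPL19A-GFP as with rapamycin TOR inhibition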
# AHR activator: AHR activators, primary screen, cell-based, luminescence, luciferase reporter, human. AHR-responsive luciferase reporter cells. activation, % at 5 µM. Aryl hydrocarbon receptor (Homo sapiens), P35869. 320,000 tested, 2.5% active; in the data active = activation above about 47%;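 note: 0% = vehicle wells and 100% = reference agonist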
# Target sequence (P35869 whole entry, looked up): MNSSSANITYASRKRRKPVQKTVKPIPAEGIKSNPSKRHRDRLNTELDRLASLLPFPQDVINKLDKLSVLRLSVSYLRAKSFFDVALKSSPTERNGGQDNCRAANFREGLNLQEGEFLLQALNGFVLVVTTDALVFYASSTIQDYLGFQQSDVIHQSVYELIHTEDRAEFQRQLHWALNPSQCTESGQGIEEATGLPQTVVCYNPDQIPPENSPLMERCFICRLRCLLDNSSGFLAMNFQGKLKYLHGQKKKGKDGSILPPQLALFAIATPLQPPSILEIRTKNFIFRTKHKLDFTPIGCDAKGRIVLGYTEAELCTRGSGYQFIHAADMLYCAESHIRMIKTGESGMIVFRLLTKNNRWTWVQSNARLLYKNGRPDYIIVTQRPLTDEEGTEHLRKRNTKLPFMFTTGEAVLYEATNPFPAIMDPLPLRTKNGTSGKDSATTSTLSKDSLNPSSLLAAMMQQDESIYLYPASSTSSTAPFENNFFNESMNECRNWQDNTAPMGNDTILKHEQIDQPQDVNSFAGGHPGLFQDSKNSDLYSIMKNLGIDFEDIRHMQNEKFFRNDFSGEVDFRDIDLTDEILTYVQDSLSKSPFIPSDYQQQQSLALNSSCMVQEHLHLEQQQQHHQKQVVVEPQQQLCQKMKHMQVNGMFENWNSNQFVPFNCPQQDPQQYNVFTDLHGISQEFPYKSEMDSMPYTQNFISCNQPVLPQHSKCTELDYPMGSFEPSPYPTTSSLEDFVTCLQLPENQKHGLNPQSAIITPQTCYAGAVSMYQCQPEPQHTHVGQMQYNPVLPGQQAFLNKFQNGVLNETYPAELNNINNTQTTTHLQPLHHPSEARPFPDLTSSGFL
# ZTA counter: counter-screen for EBNA-1 inhibitors: inhibitors of Epstein-Barr virus ZTA | inhibition, % at 11 µM | 320,000 tested, 0.15% active | AID 2234 | ZTA-DNA binding, fluorescence polarization | P03206; in the data active = inhibition above about 33%
# An asterisk follows results filed as active; ? = inconclusive; nt = no result given; [ ] = dose if it differs, or a comment. Only part of the results is shown; count on the stated rates, not on these rows.
SMILES,procasp3 activ,proCasp7 act,MEP2 TOR yeast,EBNA-1 inhibitor,LAP4-GFP MLPCN,RPL19A TOR yeast,AHR activator,ZTA counter
CCCCOc1ccc(CN2CCN(CC)CC2)cc1,14,-5,103,7,106,105,-1,-27
C=CCN1C(=O)NC(=O)/C(=C/c2ccoc2)C1=O,8,-9,90,6,126,92,2,14
CCC(C)n1c(O)c(/C=N/Nc2nc3c(c(=O)n(C)c(=O)n3C)n2C)c(=O)[nH]c1=S (configuration not stated),-11,-2,102,-3,105,106,5,4
COc1ccc(C(C)=O)cc1CC(C(=O)c1ccccc1)N(C)C (configuration not stated),10,4,110,5,95,101,10,3
COc1ccc(OC)c(/C=N/OC(=O)Nc2ccc(Cl)cc2)c1,-1,9,93,3,106,96,10,0
Cc1ccc(Cc2c(C)nc3nc(SCC(=O)N4CCC5(CC4)OCCO5)nn3c2C)cc1,-2,-2,93,5,96,96,-1,10
CN1CCc2nc3sc(C#N)c(N)c3c(-c3cccs3)c2C1,2,-2,103,-5,105,106,1,-14
C=CCn1c(O)c(C(C)=NCCC2=CCCCC2)c(=O)[nH]c1=O,3,3,106,-5,95,104,-10,6
N/C(=N\N=C\c1ccc(O)cc1O)N[N+](=O)[O-],-8,7,101,1,108,105,1,2
O=C(COc1ccccc1)N1CCN(CC(O)COc2ccccc2)CC1 (configuration not stated),2,-3,170,12,98,73,0,1
O=C(NC(Oc1ccccc1)C(Cl)(Cl)Cl)c1ccccc1 (configuration not stated),10,9,93,5,95,96,1,21
CC(C)c1ccc(N2C(=O)NC(=O)/C(=C/c3cnc(-c4ccccc4)nc3)C2=O)cc1,-3,-9,97,11,93,99,-6,-13
O=C1NC(=S)N(C2CC2)C(=O)/C1=C/c1ccc2c(c1)CCN2CCCCl,-1,-10,95,-5,129,93,12,8
O=[N+]([O-])c1ccc(N2CCNCC2)cc1Sc1ccccn1,-8,1,103,-6,83,101,3,-2
COc1ccccc1N1CCN(CCc2ccccc2)CC1,-1,8,85,9,86,87,2,-4
O=C1C2CCCN2C(c2ccncc2)N1c1ccc(Cl)c(Cl)c1 (configuration not stated),0,-4,103,-8,105,101,7,-2
CCC(=NCCO)c1c(O)n(-c2ccccc2)c(=O)[nH]c1=O,1,13,105,4,101,103,1,7
O=C(O)CC1OCC=C2CN3CCC45C6=CC(=O)C(=O)C([N+](=O)[O-])=C6NC4C1C2CC35 (configuration not stated),-11,-23,110,-19,95,104,0,41*
Cc1cccc(-n2c(O)c(C=NCc3cccnc3)c(=O)[nH]c2=O)c1C,2,-7,101,-8,107,98,-2,-17
O=C1C2CCCN2C(c2ccc(Cl)cc2)N1c1ccccn1 (configuration not stated),2,3,98,-6,100,97,1,-5
CCOP(=O)(OCC)C(NC(=O)c1cccc(C)c1)C(Cl)(Cl)Cl (configuration not stated),-11,3,108,-17,110,110,-2,-7
CCC(=NCCN1CCCCC1)c1c(O)n(C)c(=O)n(C)c1=O,0,7,97,1,94,90,0,-7
COc1ccc(CCn2c(O)c(C=NCCN3CCCCC3)c(=O)[nH]c2=O)cc1OC,2,1,102,-2,93,102,-1,-3
Cc1ccc(-c2nc3ccccc3c(=O)n2-c2ccc(O)cc2)cc1,8,-10,96,-17,94,95,6,7
CCCC[N+]12CCC(CC1)C(C(=O)c1cccs1)C2 (configuration not stated),-8,-10,104,4,97,104,-1,-3
N#CC1=C(N)Oc2c(c(=O)oc3ccccc23)C1c1ccc(OC(=O)N2CCOCC2)cc1 (configuration not stated),6,6,99,-5,99,100,-4,-3
O=C(COC(=O)Cc1ccccc1)Nc1cc(S(=O)(=O)N2CCCCC2)ccc1Cl,-5,-4,100,-4,105,96,2,5
COC1=CC2C3Cc4ccc(OC)c(O)c4C2(CCN3C)CC1=O (configuration not stated),-2,10,91,nt,86,90,2,7
O=C1CN=C(c2ccc(Br)cc2)c2c(sc3c2CCCC3)N1CCN1CCCCC1,-4,-8,105,-16,103,101,2,-8
O=[N+]([O-])NC1=NCN(Cc2ccco2)CN1Cc1ccco1,-9,-5,96,3,89,98,2,-8
CN1C(=O)C(=Cc2ccccc2OCc2ccc(Cl)cc2)C(=O)N(C)C1=O,-2,7,95,2,115,102,0,12
O=C(Nc1ccccc1OC(=O)N1CCOCC1)N1CCOCC1,10,-11,102,1,98,99,4,-13
CCC(=NCC1CCCO1)c1c(O)[nH]c(=O)[nH]c1=O (configuration not stated),8,15,102,-1,98,98,0,-4
Cc1cc(/C=C2/C(=O)NC(=O)N(Cc3ccco3)C2=O)c(C)n1-c1ccc(C(=O)O)cc1,1,2,95,2,99,101,0,3
NCCc1c[nH]c2ccc(O)cc12,-1,-4,206*[may fluoresce violet],0,307*[may fluoresce violet],32*[may fluoresce violet],8,-1
S=C1CN=C(c2ccccc2)c2cc(Cl)ccc2N1,4,7,97,6,97,97,-1,1
C=CCOC(=O)C1=C(C)OC(N)=C(C#N)[C@@]12C(=O)N(CC(N)=O)c1ccccc12,2,4,95,7,95,95,3,18
CCN1C(=O)C(=Cc2c(C)n(CC(=O)NCC3CCCO3)c3ccccc23)C(=O)N(CC)C1=S (configuration not stated),-11,-26,106,10,106,95,4,-11
COCc1cc(OC(=O)N(C)C)nc(-c2ccccc2)n1,12,12,107,5,112,104,0,7
Cc1cccc(-n2c(-c3ccc([N+](=O)[O-])cc3)nc3ccccc3c2=O)c1,1,8,98,3,94,103,2,-8

# Structures from the list above containing an aryl methoxy group (5):
SMILES,procasp3 activ,proCasp7 act,MEP2 TOR yeast,EBNA-1 inhibitor,LAP4-GFP MLPCN,RPL19A TOR yeast,AHR activator,ZTA counter
COc1ccc(C(C)=O)cc1CC(C(=O)c1ccccc1)N(C)C (configuration not stated),10,4,110,5,95,101,10,3
COc1ccc(OC)c(/C=N/OC(=O)Nc2ccc(Cl)cc2)c1,-1,9,93,3,106,96,10,0
COc1ccccc1N1CCN(CCc2ccccc2)CC1,-1,8,85,9,86,87,2,-4
COc1ccc(CCn2c(O)c(C=NCCN3CCCCC3)c(=O)[nH]c2=O)cc1OC,2,1,102,-2,93,102,-1,-3
COC1=CC2C3Cc4ccc(OC)c(O)c4C2(CCN3C)CC1=O (configuration not stated),-2,10,91,nt,86,90,2,7

# Carrying on:
SMILES,procasp3 activ,proCasp7 act,MEP2 TOR yeast,EBNA-1 inhibitor,LAP4-GFP MLPCN,RPL19A TOR yeast,AHR activator,ZTA counter
Cn1c(O)c(/C=C2\C=Nc3ccccc32)c(=O)n(C)c1=O,-5,-2,98,-7,90,96,23,-14
COc1ccc(-n2c(C)nc3ccccc3c2=O)c([N+](=O)[O-])c1,7,17,105,-16,98,99,0,4
Cc1[nH]c2ccccc2c1CCNCc1ccco1,10,0,106,-6,95,95,5,-4
Cc1cc2ccccc2c(=O)n1CC(=O)NCC(=O)N1CCC2(CC1)OCCO2,1,6,?,6,?,86,1,-7
C=CCN1C(=O)C2(C(C(=O)OCC)=C(N)Oc3ccccc32)C2=C1CCCC2=O (configuration not stated),2,-14,98,-10,88,100,6,-1
CCCCN1C(=O)NC(=O)/C(=C/c2cnc(SC)nc2)C1=O,-14,-17,99,3,102,94,12,8
CCc1ccc(N2C(=O)NC(=O)C(CCc3ccncc3)(CCc3ccncc3)C2=O)cc1,10,-3,109,-9,98,106,2,-11
C=CCn1c(O)c(C(C)=Nc2cccc(C(F)(F)F)c2)c(=O)[nH]c1=O,-26,-15,100,-1,95,99,5,7
Clc1cccc(N2CCNCC2)c1Cl,-5,2,103,2,101,100,-2,11
CNP1(NC)=Nc2nn(-c3ccccc3)c(N)c2C(c2ccccc2)=N1,0,0,97,1,96,97,0,8
CCOC(=O)C(O)(c1ccc(NC(=S)NC(=O)c2ccc(Cl)cc2Cl)cc1)C(F)(F)F (configuration not stated),-2,-7,99,5,99,103,1,-1
CC(=O)n1cc(C=C2C(=O)NC(=O)NC2=O)c2ccccc21,-1,-4,99,6,108,104,14,0
Cc1ccnc(NS(=O)(=O)c2ccc(N=Cc3c(O)n(C)c(=O)n(C)c3=O)cc2)n1,-2,-7,99,8,101,95,-1,4
C[C@]12CCC(=O)C=C1CCC1C2CC[C@@]2(C)C1CC[C@@H]2O (some centres not stated),6,9,90,nt,99,96,-2,nt
CN1C2C=C(N(C(=O)c3ccc(Cl)cc3)c3ccccc3)CC1CC2 (configuration not stated),-3,-3,108,-6,101,93,7,-12
C=CCn1c(O)c(/C=C2/C=c3ccccc3=N2)c(=O)[nH]c1=S,-5,-15,116,-5,102,105,23,4
O=C1C2(Cl)C3(Cl)C4(Cl)C(Cl)(Cl)C5(Cl)C3(Cl)C1(Cl)C5(Cl)C24Cl (configuration not stated),0,3,103,nt,121,103,-1,2
CCOC(=O)CSc1ccc(C(=O)N2CCC3(CC2)OCCO3)cc1[N+](=O)[O-],-5,-12,112,4,113,98,-2,1
O=c1[nH]c(=O)n(Cc2ccco2)c(O)c1C=NCc1ccco1,2,-2,110,-8,96,96,1,5
O=c1cc(CN2CCNCC2)nc2sccn12,9,2,107,11,99,105,-1,3
CC(C)(C)NC(=O)Cn1cc(C(=O)c2ccccc2F)c2ccccc21,4,5,99,-2,92,97,0,18
COc1ccc(Cc2nccc3cc(OC)c(OC)cc23)cc1OC,9,-15,99,2,93,103,4,-2
Cc1ccc(C2(O)CCN3CCCCC32)cc1 (configuration not stated),2,-2,92,-10,93,96,-2,10
COC(=O)C1=C(c2ccccc2)C[C@@H]2CC[C@H]1N2C(=O)NCCS(C)=O (some centres not stated),-1,-3,90,4,102,99,2,8
CC1CCCC(C)N1/N=C/c1c[nH]c2ccc(Br)cc12 (configuration not stated),0,2,110,-3,110,105,89*,5
O=S(=O)(NC1CCCCCCC1)OCC(Cl)(Cl)Cl,-1,0,95,-1,119,102,0,-10
CC1CCC(N(C)C2CCN(C)CC2)CC1 (configuration not stated),6,2,102,1,94,100,-2,-4
COc1cc2c(cc1OC)C(C(=O)NC(C)C)C1CCCCN1C2=O (configuration not stated),-2,-6,498*[may fluoresce violet],-6,113[may fluoresce violet],31*[may fluoresce violet],4,-4
Cc1ccc(N2Cc3ccccc3C2=N)cc1[N+](=O)[O-],5,2,104,5,112,98,0,2
CC12CCCCC1=NC(c1ccc(Br)cc1)N2O (configuration not stated),-1,-1,94,2,100,100,3,7
CCc1nc2ccccc2c(=O)n1-c1cccc(OC)c1,0,-2,94,-7,95,94,0,-6
O=C(Cc1ccc([N+](=O)[O-])cc1)N1CCN(Cc2ccc3c(c2)OCO3)CC1,-5,3,107,-10,103,101,-1,-21
